CAL PDZ FP-1 = blocks peptide binding to the human CAL PDZ domain; 300,000 compounds, 0.92% hits; Q9HD26; AID 602252; inhibition, % at 24.9 µM; purified CAL PDZ, TMR-peptide fluorescence polarization, 1 h;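 active = mean inhibition of at least 30% with at least half of replicates also reaching 30%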;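 also: 0% = DMSO neutral control and 100% = excess unlabeled competitor peptide PRC23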
DAGLB inhibitor = diacylglycerol lipase beta (human) inhibition; inhibition, % at 5.17 µM; HEK293T DAGLB membrane lysate, EnzChek fluorogenic substrate; 340,000 compounds, 0.059% hits; Q8NCG7; in the data active = inhibition above about 34%;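 also: 0% = enzyme with vehicle and 100% = wells lacking enzyme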
Target sequence (Q8NCG7 whole entry, looked up): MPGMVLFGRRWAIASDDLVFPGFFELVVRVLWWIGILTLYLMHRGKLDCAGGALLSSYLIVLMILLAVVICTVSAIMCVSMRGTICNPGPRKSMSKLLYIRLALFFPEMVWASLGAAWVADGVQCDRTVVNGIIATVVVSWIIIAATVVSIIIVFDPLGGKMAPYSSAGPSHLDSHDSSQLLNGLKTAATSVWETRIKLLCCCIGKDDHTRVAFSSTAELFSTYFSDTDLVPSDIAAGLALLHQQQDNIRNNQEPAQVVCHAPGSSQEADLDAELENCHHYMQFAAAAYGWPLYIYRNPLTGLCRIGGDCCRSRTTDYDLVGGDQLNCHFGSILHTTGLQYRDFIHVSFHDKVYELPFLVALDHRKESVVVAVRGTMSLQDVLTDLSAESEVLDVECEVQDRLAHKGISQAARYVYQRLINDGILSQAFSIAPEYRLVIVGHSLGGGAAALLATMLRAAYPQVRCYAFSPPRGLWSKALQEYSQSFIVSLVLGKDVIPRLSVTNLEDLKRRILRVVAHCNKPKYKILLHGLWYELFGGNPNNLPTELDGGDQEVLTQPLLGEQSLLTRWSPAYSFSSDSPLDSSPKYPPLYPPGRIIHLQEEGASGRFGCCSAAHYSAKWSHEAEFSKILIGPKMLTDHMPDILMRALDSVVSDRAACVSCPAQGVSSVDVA
Keap1 Nrf2 FP = Keap1-Nrf2 (human) interaction inhibition; Q14145; inhibition, % at 9.4 µM; AID 504523; Keap1 Kelch-Nrf2 peptide fluorescence polarization, 1536-well; 340,000 compounds, 0.15% hits; in the data active = inhibition above about 12%;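 also: human Keap1 Kelch domain with fluorescein labeled Nrf2 9mer peptide probe; 0% = neutral control wells and 100% = peptide positive control; higher means more block of Keap1 binding to Nrf2 peptide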
V-ATPase pHluor = alters yeast V-ATPase proton transport; S. cerevisiae, pHLuorin cytosolic pH fluorescence; response, % at 10 µM; 350,000 compounds, 0.37% hits; AID 504577; in the data active = response mostly above about 7.3%, no sharp cut-off; inactive = mostly below about 5.4%; also: actives read high; inactives centre near 0; some compounds called inactive have numbers as strong as hits
NSD2 inh = blocks human histone methyltransferase NSD2. inhibition, % at 12.5 µM. 310,000 compounds, 0.54% hits. AID 743445. O96028. NSD2 peptide methylation, AlphaScreen, 120 min; in the data active = inhibition above about 50%
RTF Ca sens inh = cardiac RTF calcium desensitization. AID 493244. P19429+P45379. inhibition, % at 7.15 µM. 340,000 compounds, 0.12% hits. IANBD-labeled cardiac RTF, Ca2+ fluorescence;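 active = inhibition above the mean inhibition of all tested compounds plus 3 SD, cut at about 17% in these data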;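 also: assay run at fixed EC70 calcium of 1.6 mM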
CAL PDZ FP-2 = human CAL PDZ-peptide interaction inhibition | Q9HD26 | purified CAL PDZ, TMR-peptide fluorescence polarization, 1 h | inhibition, % at 20 µM | 330,000 compounds, 0.02% hits | AID 504414;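 active = highest replicate inhibition of at least 40%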;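 also: plate controls were DMSO neutral control wells for no effect and unlabeled competitor peptide control wells for full effect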
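Test system: tagged CAL PDZ domain / Buffer or medium: sodium phosphate/NaCl buffer pH 7.4 with TCEP, IgG, Thesit / Reagent: TMR-labelled reporter peptide T*-PRC34 bound in PDZ groove / Compound dosing: single point, 20 µM / Schedule: 1 h incubation at room temperature before polarization reading / Technique: fluorescence polarization (mP) / Benchmarks: unlabelled peptide, DMSO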
Pemphigus Ab inh = blocks pemphigus antibody binding to human desmoglein-3; 310,000 compounds, 0.48% hits; DSG3-coupled beads, scFv-anti-DSG3-GFP binding, flow cytometry; active compounds read low; binding (percent of control), % at 10 µM;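 active = binding more than 3 SD below its plate's average and above zero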;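 also: hits lower antibody fragment binding to DSG3; some compounds called inactive have numbers as strong as hits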
C-LANA FP = KSHV C-LANA DNA binding inhibition. MBP-C-LANA/FAM-LBS DNA binding, fluorescence polarization. inhibition, % at 9 µM. 340,000 compounds, 0.078% hits;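 active = highest replicate inhibition at or above 60% at 9 µM, even if other replicates fall short; inactive = all replicates below 60% inhibition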;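 also: 0% = neutral control wells and 100% = 4 µM acridine orange control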
Arrestin-AP2 inh = blocks beta-arrestin peptide binding to AP2 adaptin | FITC-arrestin peptide / GST-AP2 beads, flow cytometry; AP2 beta2 appendage carries R879A mutation | inhibition, % at 10 µM | 340,000 compounds, 0.31% hits | AID 504490;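 active = inhibition above a set limit, near 3 SD of compounds lacking own fluorescence, cut at about 54% in these data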;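 also: plate controls were DMSO wells for no effect and 5 µM unlabelled arrestin peptide for full effect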
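System: GST-AP2 R879A glutathione beads; medium: PBS, Tween 20 0.05%, BSA 0.1%; reagent: fluorescein-tagged arrestin peptide at 50 nM final; schedule: pre-incubation 12 min, peptide binding 1 h, room temperature; detection: flow cytometry, FL1 (488/535 nm); read-out: inhibition as reduced fluorescein signal on beads, percent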
Numbers without * were called inactive; / = not tested or not shown; + = active, no number. Only part of the results is shown; rates above refer to the full screens.

SMILES	CAL PDZ FP-1	DAGLB inhibitor	Keap1 Nrf2 FP	V-ATPase pHluor	NSD2 inh	RTF Ca sens inh	CAL PDZ FP-2	Pemphigus Ab inh	C-LANA FP	Arrestin-AP2 inh
COc1ccc(CNC(=O)Nc2ccc(OC)cc2)cc1	-3	3	3	-1	-2	-3	0.0	98	0.5	-9
Nc1ccccc1-c1nnn(CC(=O)N2CCCc3ccccc32)n1	-1	-2	-2	0	1	7	-2.6	94	-0.2	9
CC(C(=O)OCC(=O)c1ccc(Br)cc1)N1C(=O)C2C3CCC(C3)C2C1=O (configuration not stated)	-2	-3	-3	-71	-9	-2	-3.8	100	-0.2	7
CCOc1ccccc1CNC(=O)CN1C(=O)CSc2ccc(S(=O)(=O)N3CCOCC3)cc21	+	1	-4	-4	9	-7	-1.0	102	0.6	-11
C=CCOc1ccc2nnc(C)n2n1	-2	-1	-1	-1	-5	-6	-3.0	103	-0.3	10
CC(C)c1ccc(OCC(=O)NC2CC(C)(C)NC(C)(C)C2)c(Br)c1	/	1	4	-4	4	2	-0.9	110	0.2	-10
Cc1ccccc1C(=O)NC(=S)Nc1ccc(N2CCOCC2)cc1	0	3	4	-3	-1	5	0.8	98	0.9	0
O=c1[nH]c2ccc(S(=O)(=O)Nc3ccc(Br)cc3)cc2[nH]1	-8	2	-3	3	-1	2	-0.5	/	0.4	-5
C=CCN1C(=O)NC(c2ccc(OC)cc2)(C(F)(F)F)S/C1=C(\C#N)c1nnc(N2CCOCC2)n1-c1ccccc1 (configuration not stated)	-3	15	-4	0	4	-9	-1.6	125	1.3	-22
CCOC(=O)c1cnc2c(cnn2C)c1Oc1ccc(OC)cc1	2	-1	-2	2	-2	-11	-1.2	106	-0.7	-10
Cc1ccc(C(=O)NC2CCN(C(=O)NCc3ccccc3)CC2)cc1	-5	0	-2	-2	0	7	-3.2	101	1.5	24
O=C(NNS(=O)(=O)c1ccccc1)C1CCN(S(=O)(=O)c2ccc(Cl)cc2)CC1	-4	0	-4	5	-1	0	/	104	-0.7	-5
O=C(O)C(CCC(C(=O)O)c1ccccc1)c1ccccc1 (configuration not stated)	5	1	-3	-1	-2	1	1.2	120	0.1	5
Cc1cccc(S(=O)Cc2ccc(C(=O)NC3CCN(Cc4ccccc4)CC3)o2)c1 (configuration not stated)	-2	2	-4	1	18	-1	-1.2	109	1.3	-6
COc1ccc(/C=N/NC(=O)CCn2cnc(-c3ccccc3)c2-c2ccccc2)cc1OC	-2	-2	-2	1	2	-5	-2.6	94	1.5	-11
Cc1cc(C)cc(C(=O)NCC(=O)OCC(=O)N(C)c2ccccc2)c1	2	5	-2	-2	-3	13	-0.6	111	0.3	8
COc1ccc(NC(=O)c2ccc(Cl)c(S(=O)(=O)N3CCc4ccccc4C3)c2)cn1	-4	-3	1	3	0	-3	-1.7	99	1.6	2
CCCCn1c(SCC(=O)c2ccc(O)cc2O)nc2cc(S(N)(=O)=O)ccc21	-2	2	7	-2	7	1	-1.5	117	0.6	0
COc1cccc(-c2nc(CS(=O)(=O)CC(=O)NCCCN3CCc4ccccc4C3)c(C)o2)c1	-4	2	-2	3	2	-8	0.5	103	0.5	-6
CC(=O)Nc1ccc(C2=CC(=O)C[C@H](c3ccc4c(c3)OCO4)C2)cc1	-3	-3	-3	-3	/	-8	-2.7	102	1.8	-8
O=C(COC(=O)c1cc([N+](=O)[O-])ccc1N1CCOCC1)c1ccc(F)cc1	/	-1	-6	4	5	-6	-1.8	95	0.7	10
CC[C@@H](C)[C@H](NC(=O)Cc1c(C)c2cc3c(C)c(C)oc3c(C)c2oc1=O)C(=O)O	-11	3	-1	1	-2	1	-4.2	104	-4.4	-6
COC(=O)C1=C(C)N(Cc2ccco2)C(=O)N[C@@H]1c1ccccc1	-4	-2	-6	-4	/	-4	0.0	103	-0.7	24
CCC(=O)N1CCc2cc(S(=O)(=O)CCC(=O)Nc3ccc(C)cn3)ccc21	2	0	-4	1	-2	-12	-2.1	80	-1.7	3
CC(C)Cc1nc(Cl)c(C#N)c2c1CCCC2	3	-3	-1	2	-2	-5	-1.5	104	-0.6	4

The list goes on, overlapping the part above by 3 compounds.
SMILES	CAL PDZ FP-1	DAGLB inhibitor	Keap1 Nrf2 FP	V-ATPase pHluor	NSD2 inh	RTF Ca sens inh	CAL PDZ FP-2	Pemphigus Ab inh	C-LANA FP	Arrestin-AP2 inh
COC(=O)C1=C(C)N(Cc2ccco2)C(=O)N[C@@H]1c1ccccc1	-4	-2	-6	-4	/	-4	0.0	103	-0.7	24
CCC(=O)N1CCc2cc(S(=O)(=O)CCC(=O)Nc3ccc(C)cn3)ccc21	2	0	-4	1	-2	-12	-2.1	80	-1.7	3
CC(C)Cc1nc(Cl)c(C#N)c2c1CCCC2	3	-3	-1	2	-2	-5	-1.5	104	-0.6	4
Cc1cccc(Nc2nnc(SCC3CCCCO3)s2)c1C (configuration not stated)	1	3	-4	1	2	-8	-0.2	98	0.6	-16
COC(=O)c1cc(NC(=S)N2CCN(c3ccccn3)CC2)cc(C(=O)OC)c1	/	-4	-4	4	4	-1	-0.2	97	-0.5	8
Cc1cc(C(=O)OCC(=O)Nc2cccc([N+](=O)[O-])c2)c(C)o1	/	-2	1	1	2	-4	-0.6	96	-3.1	24
CCOC(=O)c1c[nH]c2c(C(=O)c3ccccc3)cc(Cl)cc2c1=O	-2	-7	-3	-1	2	-7	-0.2	117	-2.7	6
CC(Sc1nnc(N)s1)C(=O)NNC(=O)c1cccc(Cl)c1 (configuration not stated)	1	3	-1	0	-2	-13	0.9	/	0.2	4
CCn1nc(C)c(CNC(=O)CCc2nnc(Cc3c[nH]c4ccccc34)o2)c1C	/	1	-5	-1	0	-10	-0.3	98	-1.2	22
CCC/C(=N\NC(=O)CCC(=O)NCc1ccccc1)c1ccccc1	-1	0	0	1	-2	6	0.0	95	1.2	8
CCCCNS(=O)(=O)c1ccc(NC(=O)c2c(-c3ccccc3Cl)noc2C)cc1	/	-2	-2	-2	1	-15	-2.6	106	1.3	7
CCCc1cc(=O)oc2cc(C)cc(OCC(=O)NC(Cc3c[nH]c4ccc(O)cc34)C(=O)O)c12 (configuration not stated)	-5	-3	-6	6	/	0	-4.1	/	1.3	0
Cc1ccc(NC(=O)c2cc(-n3cnnc3)ccc2Cl)cc1	/	-2	6	1	-4	-1	-1.1	104	-0.7	31
CC(=O)Nc1ccc(S(=O)(=O)N(C)CC(=O)OCC(=O)c2ccc3c(c2)NC(=O)CO3)cc1	-6	-1	-4	0	-3	-6	-2.2	103	-1.6	-4
O=C(CNC(=O)C(c1ccccc1)c1ccccc1)N/N=C\c1ccc(C(=O)O)cc1	-6	1	1	-1	-2	-1	-2.2	/	-1.3	18
Cc1ccc(C(C(=O)NC2CCCC2)N2CCCC(C)C2)cc1 (configuration not stated)	/	-2	-3	5	/	-7	0.3	99	-0.8	17
CCn1c(SCC(=O)N2CCOCC2)nnc1-c1ccco1	-3	1	-6	-88	-1	8	-3.5	103	0.9	-7
O=C(COC(=O)c1cc(-c2ccc(Cl)s2)nc2ccccc12)NCc1ccco1	-5	6	-6	6	-1	-8	-2.5	106	0.8	0
CC(=O)Nc1ccc2c(c1)Cc1cc(N3C(=O)C=CC3=O)ccc1-2	-5	0	-1	-3	-4	0	1.2	91	-2.2	-2
Cn1c2ccccc2c(=O)c2ccc(Cl)cc21	/	-6	/	-1	-6	/	/	101	/	/
CN1N=C(C(=O)N2CCc3c([nH]c4ccccc34)C2c2ccccc2Cl)CCC1=O (configuration not stated)	2	1	-4	1	0	-3	0.2	108	-0.9	-1
CCCCn1c(N)c(N(CC(C)C)C(=O)C2CCN(S(=O)(=O)c3ccc(C)cc3C)CC2)c(=O)[nH]c1=O	-1	7	4	2	1	-19	0.6	104	-0.7	8
COc1cccc(NC(=O)CN2C(=O)C(c3ccc(C)cc3)=NC23CCCCCC3)c1	-2	-8	3	4	-2	-1	0.2	97	0.7	12
COc1ccc(CCNC(=O)CS(=O)Cc2nc(-c3ccccc3F)oc2C)cc1OC (configuration not stated)	-1	0	-9	5	-2	-7	-3.7	105	0.7	-10
COC(=O)Cn1c(C)nc2ccccc21	/	-4	0	-2	-3	1	-0.7	101	0.2	1
COc1ccccc1N(C)S(=O)(=O)c1ccc(C(=O)NCc2ccccc2CN2CCCC2)cc1	/	1	47*	0	4	-10	-1.0	104	30	-6
O=c1c2ccccc2ncn1-c1ccc(Br)cc1[N+](=O)[O-]	-7	0	-5	-7	5	-4	/	107	-1.2	0
CNc1nnc(Sc2ncccc2[N+](=O)[O-])s1	-1	0	2	0	-1	0	1.4	101	-1.0	-1

Remaining list, next part.
SMILES	CAL PDZ FP-1	DAGLB inhibitor	Keap1 Nrf2 FP	V-ATPase pHluor	NSD2 inh	RTF Ca sens inh	CAL PDZ FP-2	Pemphigus Ab inh	C-LANA FP	Arrestin-AP2 inh
CCCCc1nnc(SCCSc2nnc(CCCC)n2N)n1N	/	2	-2	-3	/	-5	-0.8	100	-0.2	-2
COc1cc(/C=N/NC(=O)C(C)Nc2n[nH]c(=O)[nH]c2=O)ccc1O (configuration not stated)	0	2	6	-2	-2	-1	-0.5	98	-1.0	-2
COc1ccc(C2=CC(c3ccc(Cl)cc3)n3cnnc3N2)cc1OC (configuration not stated)	-1	-7	-1	1	-6	-27	-4.4	109	8.2	11
COc1nc(NCCO)nc(Nc2ccccc2F)n1	-1	1	-1	-1	-2	-3	-0.4	98	1.4	-5
CC(CNC(=O)CN1C(=O)NC2(CCOc3ccccc32)C1=O)c1ccccc1 (configuration not stated)	0	3	2	-2	21	-2	-1.4	/	0.6	-3
COc1ccc(OCC(=O)OCCN2C(=O)c3ccccc3C2=O)cc1	1	-1	-6	-2	-1	-6	-0.5	100	-0.1	-1
COc1cccc(Nc2nc(C)nc3c2oc2ccccc23)c1	-5	-2	3	3	-4	1	/	99	-0.1	-4
COC(=O)c1ccc(NC(=O)CN(C)S(=O)(=O)c2ccc(OC)c(C)c2)cc1	-3	-4	4	0	-4	-2	-3.1	/	1.5	3
O=C(Nc1cccc(C(F)(F)F)c1)Oc1ccccc1N1CCOCC1	-7	-2	1	-6	0	-4	-0.5	113	1.1	38
CC1=CC(C)(C)[N+](C)=CN1c1ccccc1	-4	1	2	0	1	2	-1.1	101	-0.6	-9
O=S(=O)(Nn1cnnc1)c1ccc(F)cc1	1	/	-7	0	-5	/	0.4	98	-0.4	19
CCOC(=O)n1c(=O)n(Cc2ccc(F)cc2)c2ccccc21	-2	-3	-1	0	-3	3	-1.6	105	0.9	-1
COc1ccc(S(=O)(=O)Nc2cccc3c2O[C@H](CN(C)Cc2ccncc2)[C@@H](C)CN([C@H](C)CO)C3=O)cc1	-1	4	-1	2	/	-11	0.8	103	0.9	-3
S=c1[nH]nc(Cc2cccc3ccccc23)n1-c1ccccc1	0	11	-1	-8	1	6	-4.7	104	-0.8	12

Screens (PubChem)
